Source: PubChem BioAssay (National Center for Advancing Translational Sciences (NCATS))
BAZ2B block = blocks human BAZ2B. Q9UIF8. AlphaScreen BAZ2B-H3K14Ac peptide displacement. Potency, µM (series often up to 114 µM), for inactives: at the top dose activity change, negative = inhibition, hits mostly inhibitors. 4.4% of 360,000 active. AID 504333; note: % is set by controls: 0 for no effect and ±100 for the full control effect; nearly all actives have a fitted effect of over 60% in size
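Compounds, titrated to a top concentration of 110 uM, were incubated 30 min at room temperature with preformed BAZ2B/acetyl-K14 H3 peptide complex (50 nM each). Proximity signal was measured by AlphaScreen after 20 min with beads.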
APEX1 inh = blocks human APE1 abasic DNA cleavage; recombinant APE1, TAMRA/BHQ-2 abasic DNA cleavage fluorescence; Potency, µM (top dose mostly 65.8 µM), for the others: top-dose activity change, negative = inhibition, most hits filed as inhibitors; 0.35% of 350,000 active;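 note: plate controls were vehicle for no effect and reference inhibitor for full effect; nearly all actives have a fitted effect of over 55% in size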
Target sequence (P27695 whole entry, looked up): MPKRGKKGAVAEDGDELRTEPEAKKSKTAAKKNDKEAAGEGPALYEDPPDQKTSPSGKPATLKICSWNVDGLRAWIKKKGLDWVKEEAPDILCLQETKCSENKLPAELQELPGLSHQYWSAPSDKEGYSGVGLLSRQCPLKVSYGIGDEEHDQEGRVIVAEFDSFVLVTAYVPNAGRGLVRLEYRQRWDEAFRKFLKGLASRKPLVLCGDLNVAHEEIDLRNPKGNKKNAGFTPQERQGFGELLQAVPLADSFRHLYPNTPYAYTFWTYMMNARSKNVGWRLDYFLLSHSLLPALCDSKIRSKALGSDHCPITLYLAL
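Readout is kinetic fluorescence (ex 525, em 598 nm) from cleavage of 50 nM TAMRA/BHQ-2 THF abasic duplex by 0.75 nM APE1, compound added 15 min beforehand at RT.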
G9a block = G9a (human) methyltransferase inhibition. G9a H3K9 monomethylation, AlphaScreen, 2 h. Potency, µM (top dose mostly 102 µM), for inactives: top-dose activity, negative = inhibition, most hits filed as inhibitors. 8.8% of 350,000 active. AID 504332; note: % is set by controls: 0 for no effect and ±100 for the full control effect; nearly all actives have a fitted effect of over 75% in size
Target sequence (Q96KQ7 913-1193 limits assumed): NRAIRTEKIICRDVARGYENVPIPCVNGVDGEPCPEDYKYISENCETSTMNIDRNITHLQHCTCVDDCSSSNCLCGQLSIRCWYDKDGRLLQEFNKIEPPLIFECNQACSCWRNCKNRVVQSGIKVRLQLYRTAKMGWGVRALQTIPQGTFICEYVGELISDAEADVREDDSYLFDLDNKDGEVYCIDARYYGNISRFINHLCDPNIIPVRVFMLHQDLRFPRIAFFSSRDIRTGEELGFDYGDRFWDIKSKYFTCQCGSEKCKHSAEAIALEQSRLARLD
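Methyltransferase reactions run at room temperature for 2 h (20 nM enzyme, 500 nM biotin-H3K9 peptide, 20 uM SAM) after a 15 min compound preincubation; product detected by AlphaScreen beads and anti-H3K9me1 antibody.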
Pol eta inh = inhibitors of human DNA polymerase eta. 1.2% of 390,000 active. recombinant Pol eta, fluorescent DNA replication assay. Potency, µM (series often up to 114 µM), for inactives: at the highest dose activity change, negative = inhibition, hits mostly inhibitors. AID 588591; note: % is set by controls: 0 for no effect and ±100 for the full control effect
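Fluorescent replication assay: 50 nM final substrate added after a 15 min room-temperature compound preincubation with 10 nM enzyme. Signal taken at 0 min and again at 10 min.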
BLM helicase inh = inhibitors of human Bloom syndrome helicase BLM. P54132. recombinant BLM DNA unwinding, fluorescence dequenching. 0.2% of 350,000 active. Potency, µM (doses to about 56.1 µM), inactives show at the highest dose activity change, negative = inhibition, hits mostly inhibitors;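 note: plate controls were vehicle for no effect and no enzyme for full effect; nearly all actives have a fitted effect of over 35% in size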
POLB inh = blocks human DNA polymerase beta activity; Potency, µM (highest dose often 114 µM), inactives show at the top dose activity change, negative = inhibition, usual class: inhibitors; 1.3% of 340,000 active; P06746; Pol beta primer extension/strand displacement, fluorescence kinetic; AID 485314; note: % is set by controls: 0 for no effect and ±100 for the full control effect
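Pol beta (10 nM) was preincubated with compound for 15 min at room temperature. The reaction was then started with 50 nM substrate and read immediately and after a further 10 min at room temperature.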
Pol kappa inh = blocks human DNA polymerase kappa activity; AID 588579; Potency, µM (series often up to 107 µM), for the others: at the highest dose activity, negative = inhibition, actives largely listed as inhibitors; purified Pol kappa, fluorescent DNA synthesis assay, 10 min; 0.53% of 400,000 active; note: % is set by controls: 0 for no effect and ±100 for the full control effect
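First, compounds were pin-transferred onto 10 nM Pol kappa. After 15 min at room temperature, substrate was added to 50 nM final. Fluorescence was then measured kinetically at 0 and 10 min.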
Anesthetic bind = candidate novel general anesthetic via apoferritin binding; P02791; apoferritin/1-aminoanthracene competitive binding, fluorescence; Potency, µM (highest dose often 77.5 µM), for inactives: top-dose activity change, negative = displacement, hits mostly inhibitors; 0.074% of 350,000 active; AID 485281; note: % is set by controls: 0 for no effect and ±100 for the full control effect; nearly all actives have a fitted effect of over 20% in size
Target sequence (P02791 2-175 limits assumed): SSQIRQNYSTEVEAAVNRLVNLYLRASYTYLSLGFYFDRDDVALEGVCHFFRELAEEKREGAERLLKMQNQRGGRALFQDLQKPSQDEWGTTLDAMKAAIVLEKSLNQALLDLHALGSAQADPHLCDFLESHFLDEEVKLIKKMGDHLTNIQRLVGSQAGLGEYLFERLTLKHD
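10 uM apoferritin + 50% sat. 1-AMA, PBS; cpd 10 min RT; Ex380/Em535 endpoint; normalized to free probe vs complex; 4-param Hill fit; propofol titration as pos. ctrl.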
POLI inh = DNA polymerase iota (human) inhibition | Q9UNA4 | Pol iota fluorescent replication assay, 10 min | Potency, µM (top dose mostly 115 µM), for inactives: top-dose activity, negative = inhibition, usual class: inhibitors | 1% of 390,000 active | AID 588590
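Pol iota at 10 nM preincubated 15 min with compounds at room temperature; reaction started with fluorescent substrate, 50 nM final. Fluorescence read kinetically at 0 and 10 min; buffer-only wells as negative control.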
Active calls of the source: *; ? = inconclusive; · = no result given; [ ] = dose if it differs, or a comment. Calls come from the whole dose curve; as a rule, active = well fitted curve in the direction sought with a large enough effect; inconclusive = small, poorly fitted or top-dose-only effect, or another doubt; inactive = no such curve, though single readings can be large; an effect the other way counts as inactive or inconclusive. Potency is the fitted concentration of half-maximal effect. A portion of the library; the hit share may differ from the screen's.

Order of values – POLB inh | BAZ2B block | Anesthetic bind | G9a block | Pol eta inh | APEX1 inh | POLI inh | Pol kappa inh | BLM helicase inh
- Cc1nc(CCNC(=O)CC2C(=O)NCCN2CC(C)C)nc2c1CCC2 (stereo not drawn)
→ 64% | -4% | 0% | · | -6% | -13% | 7% | -8% | 0%
- Cc1cc([N+](=O)[O-])ccc1NC(c1nnc(-c2ccccc2)o1)c1ccccc1F (stereo not drawn)
→ 4% | -28% | ? | -9%[59 µM] | -15% | · | 6% | 1% | -5%
- CCc1ccc2c(CN(CC)Cc3nc4ccccc4c(=O)[nH]3)cc(=O)oc2c1
→ -23% | 11% | 4% | 3.5µM* | -7% | 2% | 0% | -7% | 0%
- O=C(Nc1ccccc1N1CCCCC1)c1ccc2nccnc2c1
→ 11% | -8% | ? | -42%[59 µM] | 1% | -2% | ? | -5% | -3%
- Cc1sc(NC(=O)CSc2nc(O)cc(=O)[nH]2)nc1-c1ccccc1
→ -16% | ? | -9% | ? | -6% | 2% | ? | -6% | ?
- CC(=O)c1cccc(OC(=O)c2ccc3c(=O)n4c(nc3c2)CCC4)c1
→ · | -38% | · | 7.1µM* | -14% | 48%[activator] | 13% | 0% | ·
- Cc1ccc(CN2CCN(CC(=O)N/N=C/c3c[nH]c4ccccc34)CC2)cc1
→ 1% | -5% | 3% | -4% | -8% | ? | -10% | -4% | 2%
- c1ccc(CSc2nnnn2-c2ccccc2)cc1
→ 1% | 148%[activator] | ? | 211%[activator] | -14% | 4% | 39%[activator] | -5% | -11%
- CC1CCCCC1NC(=O)Cn1cnc2sccc2c1=O (stereo not drawn)
→ · | 35%[activator] | · | ? | -16% | 2% | 28% | 8% | ·
- CC(=O)N1c2ccc(S(=O)(=O)N(C)Cc3ccccc3)cc2CC1C (stereo not drawn)
→ 25% | -9% | -9% | · | -11% | 0% | 9% | 7% | -1%
- COc1ccc(C2CC(c3ccccc3)=NN2c2ccccc2)c(C(=O)O)c1OC (stereo not drawn)
→ 37%[activator] | 2% | 307%[activator] | -8% | -15% | -5% | 67%[activator] | -13% | -1%
- COc1ccc(OC)c(/C=C/C(=O)NCCc2nc3ccccc3[nH]2)c1
→ 1% | 1% | 120%[activator] | · | -3% | 11% | 44%[activator] | -8% | -3%
- CCc1ccc(CN2CCCC(C(=O)N3CCCCC3)C2)cc1 (stereo not drawn)
→ 29% | 79µM* | -3% | 8.9µM* | -6% | 9% | -12% | 0% | 3%
- CCc1cccc(C)c1NC(=O)CCCN1C(=O)CN(C)C1=O
→ · | -6% | · | ? | -29% | 3% | 17% | -2% | ·
- Nc1c(C(=O)Nc2ccc(C(=O)O)cc2)sc2nc3c(cc12)CCCC3
→ -23% | 0% | 41%[activator] | ? | ? | · | 20% | -3% | -3%
- O=C(Nc1nccs1)[C@@H]1CCCN1S(=O)(=O)c1ccccc1F
→ · | 7% | · | 40µM* | -10% | 25% | 4% | -6% | ·
- COc1ccc(N2C(=O)CC(NC3CC3)C2=O)cc1 (stereo not drawn)
→ -5% | 6% | 0% | 13%[12.7 µM] | 1% | 11% | 5% | -4% | -2%
- COc1cc(NS(=O)(=O)c2ccc(NC(=S)Nc3ccccc3)cc2)nc(OC)n1
→ -7% | -10% | -15% | 24% | -16% | 12% | 29% | -8% | -11%
- Cc1cc(C)cc(C(=O)NC(CC(N)=O)c2ccc(N3CCN(c4ccccc4)CC3)c([N+](=O)[O-])c2)c1 (stereo not drawn)
→ 22% | -30% | -22% | -3% | 3% | 26% | 9% | 2% | -6%
- Cc1cc(NCCCN(C)C)n2nc(-c3cccs3)cc2n1
→ -11% | -6% | -15% | -31%[59 µM] | -21% | 6% | -15% | -12% | 47%[activator]
- Cc1ccc(-c2nn(-c3ccccc3)cc2/C=C/C(=O)Nc2cccc(S(N)(=O)=O)c2)cc1
→ -25% | -24% | 1% | -4% | -24% | -2% | 7% | -17% | -11%
- CC1(C)Cc2c(c(N3CCOCC3)nc3sc(-c4ccc(C(=O)O)o4)c(N)c23)CO1
→ ? | ? | 139%[activator] | ? | ? | -7% | -3% | -11% | -14%
- O=C(COc1ccc(F)cc1)Nc1nnc(C2CC2)s1
→ · | -6% | · | 25%[2.33 µM] | -1% | 16% | 2% | -6% | ·
- CCCc1cc(=O)[nH]c(SCC(=O)Nc2ncc(S(=O)(=O)c3ccc([N+](=O)[O-])cc3)s2)n1
→ ? | -12% | -1% | 17%[59 µM] | -17% | -4% | 19% | 4% | -8%
- S=C(NCc1ccco1)N1CCN(Cc2ccco2)CC1
→ 0% | ? | -8% | 7.1µM* | -13% | 2% | 17% | -3% | 0%
- CCOC(=O)c1cnn(-c2ccc(NS(=O)(=O)c3ccc(Cl)cc3)cc2)c1C(F)(F)F
→ -1% | -2% | ? | -7% | -9% | ? | 93%[activator] | -7% | -13%
- CCC(C)[C@H](NC(=O)OC(C)(C)C)C(=O)N/N=C/c1cccc2nccnc12 (stereo partly drawn)
→ 69% | -36% | -10% | ? | -7% | 0% | ? | -15% | 2%
- COC(=O)c1ccc(COC(=O)CNC(=O)c2cccc(OC)c2)o1
→ · | -9% | · | 9%[59 µM] | -17% | -5% | 20% | 3% | ·
- COc1ccc(CNC(=O)C(C)OC(=O)c2cccs2)cc1 (stereo not drawn)
→ 31% | 1% | -8% | 11% | -22% | 26% | 85%[activator] | 6% | -2%
- COc1ccccc1CCC(=O)OCC(=O)Nc1ccc(S(N)(=O)=O)cc1
→ 5% | -27% | 0% | -21% | -16% | 2% | 170%[activator] | 2% | 1%
- CCc1ccc(NC(=O)C2CCCN(c3nn4cc(-c5ccc(OC)cc5)nc4s3)C2)cc1 (stereo not drawn)
→ 9% | 0% | 8% | ? | -12% | · | 10% | -3% | -6%
- COCCn1c(C)cc(C(=O)COC(=O)c2ccc(Br)o2)c1C
→ -7% | -39% | -12% | ? | -18% | -8% | 64%[activator] | -11% | -6%
- COc1ccccc1-c1c(C)nn2c(-c3ccccc3)cc(-c3ccccc3)nc12
→ 8% | 2% | -5% | 6%[59 µM] | 7% | · | 8% | 6% | -6%
- O=C(Cn1c(=O)oc2ccccc21)Nc1ccccc1N1CCOCC1
→ 0% | · | -8% | 10% | -15% | -1% | 2% | 7% | 0%
- Brc1ccc(-c2cn3c(n2)SCC3)cc1
→ -3% | ? | -9% | · | 2% | 1% | 10% | -8% | -2%
- Cc1ccc(S(=O)(=O)NNC(=O)C2COc3ccccc3O2)cc1 (stereo not drawn)
→ ? | -12% | 6% | 6%[59 µM] | ? | 1% | -1% | -9% | -12%
- Fc1ccc(C2=CC(c3ccc(Br)o3)n3ncnc3N2)cc1 (stereo not drawn)
→ -25% | -15% | 506%[activator] | 8.9µM* | -20% | -5% | 3% | -13% | -20%
- CCOc1ccc(C)cc1-n1nc2ccccc2n1
→ -2% | 39%[activator] | -20% | 18%[59 µM] | 5% | -7% | -1% | -2% | -1%
- COc1ccccc1NC(=O)C1C2C=CC(O2)C1C(=O)O (stereo not drawn)
→ 50% | ? | -9% | 50µM* | · | 1% | · | · | -1%
- CC(C)CCNc1nc2c(-c3ccccc3)nnn2c2ccccc12
→ 0% | 0% | 6% | 20%[59 µM] | -1% | · | 4% | 2% | -8%
- CCOc1ccccc1NC(=O)Nc1cc(OC)ccc1OC
→ -7% | 4% | -6% | ? | -9% | ? | -3%[58.9 µM] | -3% | -3%
- Cc1cccc(/N=C/c2c(O)[nH]c3ccccc23)n1
→ 7% | 9% | -21% | 4%[59 µM] | 10% | -7% | 12% | -5% | -11%
- Cc1ccc(S(=O)(=O)Cc2ccc(C(=O)N3CCC(C)CC3)cc2)cc1
→ 8% | -16% | -10% | 26% | -3% | 22% | 18% | -22% | -1%
- CC(CC(=O)OCC(=O)NC1CCS(=O)(=O)C1)c1ccccc1 (stereo not drawn)
→ · | · | · | · | -14% | 6% | 6% | -21% | ·
- CCc1ccc(C(C(=O)NC2CCCCC2)N(C(=O)c2csnn2)C2CC2)cc1 (stereo not drawn)
→ 29% | 4% | -6% | 36% | -9% | -3% | 32%[activator] | 2% | -1%
- Cc1cccc(N(C(=O)Cc2cccs2)C(C(=O)NCc2ccco2)c2ccncc2)c1 (stereo not drawn)
→ 7% | -16% | -11% | 5% | ? | 12% | 4% | 6% | -7%
- Cc1nc2c(C#N)cnn2c2c1CCN(Cc1ccccc1)N2C
→ 1% | -8% | -7% | -51% | -7% | 18% | 15% | -19% | -2%
- CCCCCn1c(=O)[nH]c2cc(C(=O)NCc3ccc(F)cc3)ccc2c1=O
→ ? | 2% | -2% | 7%[59 µM] | -13% | · | -9% | -11% | -2%
- COC(=O)CSc1nnc(-c2ccc(S(=O)(=O)N3CCCCC3)cc2)o1
→ 0% | 4% | -2% | 10%[59 µM] | -4% | -3% | 8% | -9% | 0%
- CCOc1ccc(NC(=O)C(=O)NCCc2csc(-c3ccc(C(F)(F)F)cc3)n2)cc1
→ -2% | 2% | -7% | 10%[59 µM] | -15% | · | 30% | -5%[60.1 µM] | -1%
- Cc1cccc(C)c1NC(=O)CCN1C(=O)C2C3CCC(C3)C2C1=O (stereo not drawn)
→ 19% | -14% | -3% | · | -15% | -2% | -1% | -3% | -1%
- Cc1cc(C)c(OCCOCCN2CCN(C)CC2)c(Cl)c1
→ -27% | 32µM* | -4% | 3.5µM* | -7% | 21% | 108%[activator] | -9% | 4%
- O=C(O)c1ccc(Cn2c(=S)[nH]c3cc(Cl)ccc3c2=O)cc1
→ 20% | -5% | 5% | 40µM* | 0% | 9% | -13% | -11% | -1%

Of the compounds above, these contain a nitro group on carbon.
Order of values – POLB inh | BAZ2B block | Anesthetic bind | G9a block | Pol eta inh | APEX1 inh | POLI inh | Pol kappa inh | BLM helicase inh
- Cc1cc([N+](=O)[O-])ccc1NC(c1nnc(-c2ccccc2)o1)c1ccccc1F (stereo not drawn)
→ 4% | -28% | ? | -9%[59 µM] | -15% | · | 6% | 1% | -5%
- Cc1cc(C)cc(C(=O)NC(CC(N)=O)c2ccc(N3CCN(c4ccccc4)CC3)c([N+](=O)[O-])c2)c1 (stereo not drawn)
→ 22% | -30% | -22% | -3% | 3% | 26% | 9% | 2% | -6%
- CCCc1cc(=O)[nH]c(SCC(=O)Nc2ncc(S(=O)(=O)c3ccc([N+](=O)[O-])cc3)s2)n1
→ ? | -12% | -1% | 17%[59 µM] | -17% | -4% | 19% | 4% | -8%
